Screening results from PubChem BioAssay.
DT40 TDP1 no CPT: qHTS for Inhibitors of human tyrosyl-DNA phosphodiesterase 1 (TDP1): qHTS in cells in absence of CPT. DT40 Tdp1-/- hTDP1 cells, no CPT, ATP luminescence, 48 h. Potency, µM (doses to about 46.2 µM), inactives show at the top dose activity change, negative = growth inhibition, hits mostly inhibitors. 420,000 compounds, 15% hits. AID 686978, 2013; note: nearly all actives have a fitted effect of over 55% in size
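Chicken DT40 Tdp1-/- cells complemented with human TDP1, screened without camptothecin (DMSO vehicle only), 400 cells/well. Compounds pin-transferred, cells incubated at 37 °C for at least 48 hr. Growth read as ATP-dependent luminescence (CellTiter-Glo, 30 min at RT).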
GCN5L2 inh: inhibitors of human GCN5L2 histone acetyltransferase; Q92830; GCN5L2 HAT assay, ThioGlo1 CoA-SH fluorescence; Potency, µM (series often up to 58.9 µM), for inactives: top-dose activity change, negative = inhibition, usual class: inhibitors; 390,000 compounds, 0.21% hits
Target sequence (Q92830 whole entry, looked up): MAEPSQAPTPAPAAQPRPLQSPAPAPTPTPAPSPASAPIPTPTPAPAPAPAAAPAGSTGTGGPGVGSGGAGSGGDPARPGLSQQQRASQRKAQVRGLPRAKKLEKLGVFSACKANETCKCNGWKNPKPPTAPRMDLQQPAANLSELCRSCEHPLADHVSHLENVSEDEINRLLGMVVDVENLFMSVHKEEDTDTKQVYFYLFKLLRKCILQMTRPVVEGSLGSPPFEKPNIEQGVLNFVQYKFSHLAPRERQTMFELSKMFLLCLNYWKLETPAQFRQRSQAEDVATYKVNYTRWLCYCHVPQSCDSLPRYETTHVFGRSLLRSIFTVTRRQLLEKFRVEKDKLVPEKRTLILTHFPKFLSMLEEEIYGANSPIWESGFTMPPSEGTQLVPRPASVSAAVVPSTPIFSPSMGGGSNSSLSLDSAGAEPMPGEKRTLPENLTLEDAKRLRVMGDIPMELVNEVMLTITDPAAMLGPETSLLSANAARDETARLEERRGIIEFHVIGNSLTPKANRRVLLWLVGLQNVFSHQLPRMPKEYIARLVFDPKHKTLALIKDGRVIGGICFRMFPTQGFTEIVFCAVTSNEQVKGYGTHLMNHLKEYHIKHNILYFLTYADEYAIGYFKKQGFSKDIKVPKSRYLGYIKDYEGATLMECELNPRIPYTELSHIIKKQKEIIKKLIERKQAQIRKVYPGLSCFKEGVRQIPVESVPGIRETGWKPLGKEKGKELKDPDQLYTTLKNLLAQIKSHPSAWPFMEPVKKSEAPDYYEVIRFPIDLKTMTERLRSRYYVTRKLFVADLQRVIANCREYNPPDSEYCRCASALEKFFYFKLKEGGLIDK
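Enzyme at 20nM final was mixed with library compounds for 15 min at room temperature. Peptide H3(1-25) at 75uM, acetyl-CoA at 70uM and ThioGlo1 at 50uM were then added. Plates were read immediately and after 20 min (Ex340nm/Em540nm).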
DT40 TDP1 CPT: growth inhibition of DT40 Tdp1-/-;hTDP1 cells with camptothecin (screen for TDP1 inhibitors) | 420,000 compounds, 12% hits | chicken DT40 Tdp1-/-;hTDP1 cells + 20 nM CPT, ATP luminescence, 48 h | Potency, µM (top dose mostly 46.2 µM), for inactives: at the top dose activity change, negative = growth inhibition, actives largely listed as inhibitors; note: nearly all actives have a fitted effect of over 55% in size
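Chicken DT40 Tdp1-/- cells complemented with human TDP1, 400 cells/well, exposed to compounds plus 20 nM camptothecin for at least 48 h at 37 C; viability read as ATP content by CellTiter-Glo luminescence.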
Active calls of the source: *; ? = inconclusive; · = not tested or not shown; & = joins results of further samples. Calls come from the whole dose curve; as a rule, active = well fitted curve in the direction sought with a large enough effect; inconclusive = small, poorly fitted or top-dose-only effect, or another doubt; inactive = no such curve, though single readings can be large; an effect the other way counts as inactive or inconclusive. % is set by controls: 0 for no effect and ±100 for the full control effect; potency is the fitted concentration of half-maximal effect. These rows are one share of the data; count on the stated rates, not on these rows.

SMILES	DT40 TDP1 no CPT	GCN5L2 inh	DT40 TDP1 CPT
Cn1c(N)c(N=Nc2ccc(S(N)(=O)=O)cc2)c(=O)n(C)c1=O	5%	-7%	11%
O=C(O)CSCc1ccc(C(=O)O)o1	12%	-16%	-6%
O=C(O)c1ccc(N/N=C/c2cc3cc4c(cc3nc2Cl)OCCO4)cc1	?	-1%	?
COC(=O)CN1C(=O)[C@H]2[C@@H](C3CC3)N3C(=O)CN(Cc4ccc(-c5ccccc5)cc4)C(=O)[C@@]3(Cc3ccccc3)[C@H]2C1=O	?	-4%	?
COc1ccc(C2CC(=O)C=C(NCC3CCCO3)C2)cc1 (centres undefined)	0%	-2%	1%
CN(CC(=O)Nc1c(Cl)cccc1Cl)C(=O)c1ccccc1-c1nc2ccccc2s1	?	-2%	-1%
C1=CC2CC1CC2CNCc1ccco1 (centres undefined)	-7%	-7%	-5%
CCOC(=O)C(CC)Sc1nnc2[nH]c(=O)cc(C)n12 (centres undefined)	2%	-9%	24%
COc1ccc(OC)c(/C(C)=N\NC(=O)c2cc3cc(Cl)ccc3n2C)c1	4.6µM*	-11%	5.8µM*
CCN1CCc2c(OCC(=O)N3N=C(c4cccs4)CC3c3ccc(F)cc3)cccc2C1=O (centres undefined)	18µM*	-19%	21µM*
Cc1ccc(C)c(NC(=S)c2ccccn2)c1	18µM*	2%	18µM*
CNC[C@H]1Oc2cc(Br)ccc2S(=O)(=O)N([C@@H](C)CO)C[C@H]1C	2%	·	-21%

Quoted at random: three compounds from above.
SMILES	DT40 TDP1 no CPT	GCN5L2 inh	DT40 TDP1 CPT
C1=CC2CC1CC2CNCc1ccco1 (centres undefined)	-7%	-7%	-5%
CCN1CCc2c(OCC(=O)N3N=C(c4cccs4)CC3c3ccc(F)cc3)cccc2C1=O (centres undefined)	18µM*	-19%	21µM*
Cc1ccc(C)c(NC(=S)c2ccccn2)c1	18µM*	2%	18µM*

Remaining list, next part.
SMILES	DT40 TDP1 no CPT	GCN5L2 inh	DT40 TDP1 CPT
O=[N+]([O-])c1ccc(S(=O)(=O)Nc2ccc(-c3ccccc3)cc2)cc1	13µM*	·	?
CCCCCCc1cc2cc(S(=O)(=O)c3ccc(Cl)cc3)c(=O)oc2cc1O	?	-12%	?
CCOC(=O)C1(C)CCCN(C(=O)c2ccc(OC)cc2)C1 (centres undefined)	-8%	·	1%
CC(OC(=O)c1cc(Br)ccc1O)C(=O)NCc1ccc2c(c1)OCO2 (centres undefined)	-27%	-2%	-19%
O=C(CCc1ccccc1)NNC(=O)c1ccncc1	-5%	1%	-4%
Cc1cc(NC(=O)c2c(F)cccc2Cl)no1	7%	1%	5%
O=C(CC12CC3CC(CC(C3)C1)C2)NC(=S)NCc1ccco1	?	-15%	?
COc1ccccc1-c1nc(C#N)c(NCc2ccc(F)cc2)o1	?	1%	-28%
CCC(C)(c1nnnn1-c1c(C)cccc1C)N(N=O)c1cccc(C(F)(F)F)c1 (centres undefined)	21µM*	29%	26µM*
CCc1cccc(C)c1NC(=O)CO/N=C(\N)CC(=O)NC1CCCCC1	-21%	-3%	-6%
CC(C)CCN1CCN(Cc2ccc3nsnc3c2)CC1CCO (centres undefined)	-7%	-2%	-11%
CCc1nnc(NC(=O)C2CCCN(S(=O)(=O)c3ccccc3)C2)s1 (centres undefined)	-15%	-5%	-27%
CN(Cc1ccccc1)C(=O)CCC1CCN(S(=O)(=O)N(C)C)CC1	?	-6%	15%
COC(=O)C1(Cc2cc(-c3ccc([N+](=O)[O-])cc3)no2)CCN(C(=O)OC(C)(C)C)CC1	21µM*	-9%	?
CC(=O)Nc1ccc(SCC(=O)Nc2ccc(Cl)cn2)cc1	-2%	6%	-2%
CCSc1nc2ccccc2c(=O)n1-c1c(C)n(C)n(-c2ccccc2)c1=O	?	-6%	-22%
CCN1CCN(C(=O)CCc2nnc(CCCCc3ccccc3)o2)[C@@H](C)C1=O	-7%	0%	-2%
Cc1cc(C)n(CC(=O)Nc2ccc(F)c(F)c2)c(=O)c1C#N	1%	-6%	0%
Cc1ccc(-c2nnc(SCC(=O)N3CCCC3)o2)cc1C	-26%	-8%	-5%
CN(C)CCNC(=O)c1cccc2[nH]c(-c3ccncc3)nc12	13µM*	·	13µM*
Cc1ccc(NS(=O)(=O)c2ccc3[nH]c(=O)[nH]c3c2)c(C)c1	?	4%	-14%
CCn1c(C)[n+](CCOCC[n+]2c(C)n(CC)c3cc(Cl)c(Cl)cc32)c2cc(Cl)c(Cl)cc21	-20%	-6%	-3%
O=C(OCc1nc2ccccc2s1)c1cccc(N2C(=O)CCC2=O)c1	13%	0%	7%
O=c1[nH]c(-c2ccccc2O)nc2c1CCCC2	-29%	-4%	-26%
Cc1cc(C)cc(OCC(=O)NNC(=O)CCC(=O)NCc2ccccc2)c1	-10%	-4%	-3%
Cc1cc(=O)oc2c3c(ccc12)OCN(Cc1ccc(Cl)cc1)C3	?	-29%	?
COc1cccc(C=C2Cc3ccccc3C2=O)c1	-13%	·	1%
CN1CC(=O)NC1=N	14%	·	10%
COC(=O)c1cc(S(=O)(=O)N2CCN(c3ccc(F)cc3)CC2)c[nH]1	-21%	-6%	-29%
CC[N+]1(CC(=O)c2ccc(Br)cc2)CCCCC1	-24%	·	-31%
CCc1ccc(N2CC(C)Cn3c2nc2c3c(=O)[nH]c(=O)n2C)cc1 (centres undefined)	?	0%	?
CCOc1ccc(/C=N/Nc2nc(N3CCCC3)nc(N3CCCC3)n2)cc1OC	?	-9%	-30%
CCCN1CCc2nc(N3CCN(c4ncccn4)CC3)ncc2C1	?	23%	?
Cc1ccc(S(=O)(=O)N2CCN(C(=O)c3ccc(Cl)nc3)CC2)cc1	-21%	-4%	2%
CC1=C(c2ccc(C)cc2)S(=O)(=O)NC1=NCCCN1CCN(c2cc(C)ccc2C)CC1	3.7µM*	-10%	4.6µM*
COc1ccc(C(=O)NC2CCCN(Cc3ccccc3F)C2)c(OC)c1OC (centres undefined)	5.2µM*	3%	?

Single records (already shown):
CC1=C(c2ccc(C)cc2)S(=O)(=O)NC1=NCCCN1CCN(c2cc(C)ccc2C)CC1 is listed as DT40 TDP1 no CPT = 3.7µM*; GCN5L2 inh = -10%; DT40 TDP1 CPT = 4.6µM*
CC[N+]1(CC(=O)c2ccc(Br)cc2)CCCCC1 is listed as DT40 TDP1 no CPT = -24%; GCN5L2 inh = ·; DT40 TDP1 CPT = -31%
Cc1ccc(S(=O)(=O)N2CCN(C(=O)c3ccc(Cl)nc3)CC2)cc1 is listed as DT40 TDP1 no CPT = -21%; GCN5L2 inh = -4%; DT40 TDP1 CPT = 2%

More results follow:
SMILES	DT40 TDP1 no CPT	GCN5L2 inh	DT40 TDP1 CPT
CCCc1nc(C)c2c(=O)[nH]c(-c3cc(S(=O)(=O)N4CCN(CC)CC4)ccc3OCC)nn12	?	-6%	-2%&-7%
O=C(NCCc1ccccc1)c1ccc(NC(=O)C2CC2)cc1	?	·	?
COc1ccc(/C=N\NC(=S)SCN2C(=O)C3CCC(C)(C2=O)C3(C)C)cc1 (centres undefined)	-25%	·	-22%
COc1cccc(/C=C/C(=O)NCc2ccc(S(N)(=O)=O)cc2)c1	-16%	-2%	1%
COc1ccc([C@@H]2CC=C(C(=O)O)[C@H](c3ccc(Br)cc3)N2S(=O)(=O)c2ccccc2C)cc1	?	-6%	3%
Cc1csc(NC(=O)c2cnc3ccccc3n2)n1	?	1%	?
CCOC(=O)C1CCN(C(=O)c2ccccc2NS(=O)(=O)c2ccc(C)cc2)CC1	-16%	0%	?
Cc1cccc(C)c1NC(=O)C1CC2CCC1C2 (centres undefined)	-10%	·	-5%
NC(=O)c1ccsc1NC(=O)CS(=O)(=O)c1ccc(F)cc1	?	-2%	?
COc1cccc(OCCOc2ccccc2[N+](=O)[O-])c1	3%	·	-14%
CCOC(=O)c1ccc(NC(=O)N2CCN(C(=O)C3CCCO3)CC2)cc1 (centres undefined)	2%	-2%	-2%
Cc1cccn2c(=O)c(C=O)c(N3CCN(c4ccc(F)cc4)CC3)nc12	?	-5%	?
Cc1ccc2c(c1)c1c(n2CC(O)Cn2c(C)nc3ccccc32)/C(=N\O)CCC1 (centres undefined)	23µM*	-18%	23µM*
O=C(Cc1ccc(Br)cc1)N/N=C/c1cccnc1	-5%	-4%	-19%
COc1ccc(Cl)cc1S(=O)(=O)NCc1ccncc1	?	4%	?
Cc1ccc(CSc2nc3ccccc3c3nc(CCn4c(C)nc5ccccc54)nn23)cc1	-15%	0%	-13%
Cc1ccc(C(=O)NCCN2C3=NC[C@H](Cc4ccc(O)cc4)N3C[C@H]2Cc2ccc(O)cc2)cc1Br	16µM*	-15%	?
Cc1ccccc1NC(=O)NNC(=O)CCc1ccccc1	4%	-27%	1%
Cc1oc2ccc(O)cc2c1C(=O)c1ccc(Br)cc1	?	·	-24%
CNc1nc(NC)nc(-n2c(C(F)(F)F)nc3ccccc32)n1	-26%	6%	?
CCOC(=O)C1=C(C(F)(F)F)Nc2ncnn2C1c1cccc(OC)c1OC (centres undefined)	-12%&-6%	5%&-7%	-8%&-3%
CCC1=C(OC(=O)N(CC)CC)N2C(=O)OC(=NCCc3c[nH]c4ccccc34)[C@]2(C)[C@H]2C1=CC[C@H]1C(=O)N(CC)C(=O)[C@H]12	?	-3%	?
COc1ccc(CC(=O)N2CCc3cc(OC)c(OC)cc3C2COc2ccc(F)cc2)cc1OC (centres undefined)	?	-2%	?
CCOC(=O)[C@]12CCC=C1N(CCC1=CCCCC1)C(=O)[C@H](CC(=O)N1CCN(C(=O)C3CC3)CC1)C2	-20%	·	-29%
CNC(=O)c1ccc2snnc2c1	-26%	0%	-12%
CCN1CCN(c2ncnc3sc4c(c23)CCC(C)C4)CC1 (centres undefined)	-12%	-18%	-10%
CCc1c(C)nc2[nH]nc(NC(=O)C(F)(F)F)n2c1=O	1%	3%	-8%
O=C(/C=C/c1cccc2ccccc12)NCCC1=CCCCC1	?	-1%	2%
Cc1ccccc1N1C(=O)c2ccccc2N2C(=O)c3ccccc3C12 (centres undefined)	16µM*	-5%	8.2µM*
COc1ccccc1/C=C1\SC(=O)N(CC(=O)N(C)C2CCS(=O)(=O)C2)C1=O (centres undefined)	-2%	-9%	-13%
CC(C)(C)c1ccc(-c2nc(SCCOc3ccc(Cl)cc3)n3[nH]c(=O)cc3n2)cc1	-80%	?	18µM*
CC(C)c1ccc(/C=N/NC(=O)c2cccc(Cl)c2)cc1	5.8µM*	-7%	10µM*
Cc1ccccc1N(C(=O)CNC(=O)c1ccco1)C(C(=O)NC1CCCC1)c1ccncc1 (centres undefined)	-5%	-24%	2%
CCCC(O)(CCC)C(=O)NN(C(=O)CCl)c1cccc(C)c1	5.8µM*	4%	4.6µM*
CC1(C(=O)NS(=O)(=O)c2ccc(F)cc2F)CCN1C(=O)c1cccc(F)c1 (centres undefined)	-2%	·	-11%
Cc1ccc(NC(=O)NCc2cccn2Cc2ccccc2)c(C)c1	-1%	-2%	-12%
C=CCc1ccccc1OCC(=O)N/N=C/c1ccccc1OCC	-41%	-6%	-13%
CCOc1ccc(-c2nc(C#N)c(NCC(C)C)o2)cc1	-34%	-10%	?
COc1c(Cl)cc(Cl)cc1C(=O)Nc1ccc(C(=O)O)cc1	-6%	2%	-6%
Cn1c(=O)n(C)c2cc(NS(=O)(=O)c3ccc(F)cc3)c(NCc3ccccc3)cc21	15µM*	-9%	9.2µM*
Cc1nc(-c2nnc(SCC(=O)Nc3ccc(C(F)(F)F)cc3)n2C)cs1	?	-2%	1%
Cc1ccc(OCC(=O)Nc2cc(S(=O)(=O)N3CCCCC3)ccc2N2CCN(C)CC2)c(C)c1	9.2µM*	-1%	15µM*
CCOC(=O)c1c(C)oc2ccc(N(C(=O)Oc3ccccc3)S(=O)(=O)c3ccccc3)cc12	-29%	1%	2%
O=C(Nc1ncn[nH]1)C(F)(F)C(F)F	3%	-1%	7%
COc1ccccc1NC(=S)N1CCN(C(c2ccccc2)c2ccccc2)CC1	?	-22%	16µM*
CCOC(=O)C1=C(C)NC(=O)NC1c1cn(-c2ccccc2)nc1-c1ccc(OC(C)C)cc1 (centres undefined)	16µM*	-10%	?
Cc1cccc(NC(=O)NNC(=O)c2cc3ccccc3cc2O)c1C	-22%	?	13%
Nc1nc2ccc([N+](=O)[O-])cc2[nH]1	-25%	-4%	-11%

Part of the list above in order of number of heavy atoms, ascending:
SMILES	DT40 TDP1 no CPT	GCN5L2 inh	DT40 TDP1 CPT
CCOc1ccc(-c2nc(C#N)c(NCC(C)C)o2)cc1	-34%	-10%	?
C=CCc1ccccc1OCC(=O)N/N=C/c1ccccc1OCC	-41%	-6%	-13%
CCOC(=O)C1=C(C)NC(=O)NC1c1cn(-c2ccccc2)nc1-c1ccc(OC(C)C)cc1 (centres undefined)	16µM*	-10%	?
